# DNMT1 inh: blocks human DNA methyltransferase DNMT1 | P26358 | DNMT1 molecular beacon, Hinp1I cleavage, fluorescence | inhibition (reported as % activation of signal), % at 10 µM | 0.83% of 360,000 active | AID 588458; in the data active = inhibition above about 50%
# MsrA inhibitor: inhibitors of bovine MsrA. purified bovine MsrA, absorbance read-out. inhibition, % at 15.5 µM. 0.75% of 360,000 active; in the data active = inhibition above about 4.5%;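 note: 0% = vehicle wells with enzyme and 100% = reference inhibitor wells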
# STEP inh: inhibitors of human striatal-enriched phosphatase STEP; P54829; recombinant STEP, OMFP fluorogenic substrate, fluorescence; inhibition, % at 20 µM; 0.25% of 360,000 active; AID 588621;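 active = inhibition at 20 µM, scaled per plate between control wells, above about 37%, limit read from the data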;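 note: 0% = DMSO with enzyme and substrate and 100% = substrate only without enzyme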
#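 material = STEP tyrosine phosphatase | reagent = fluorogenic phosphatase substrate OMFP at 25 µM final | doses = single compound dose of 20 µM, 1% DMSO final | schedule = 20 min reaction, room temperature, in the dark | measured by = fluorescence, 480/540 nm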
# Scp1 inh: blocks human Scp-1 phosphatase activity. inhibition, % at 20 µM. 0.88% of 340,000 active. Recombinant Scp1, phosphopeptide, malachite green phosphate absorbance. Q9GZU7;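 active = inhibition above about 50% at 20 µM, limit read from the data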;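 note: plate controls were DMSO wells with enzyme for no effect and wells lacking enzyme for full effect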
# Target sequence (Q9GZU7 76-261 limits assumed): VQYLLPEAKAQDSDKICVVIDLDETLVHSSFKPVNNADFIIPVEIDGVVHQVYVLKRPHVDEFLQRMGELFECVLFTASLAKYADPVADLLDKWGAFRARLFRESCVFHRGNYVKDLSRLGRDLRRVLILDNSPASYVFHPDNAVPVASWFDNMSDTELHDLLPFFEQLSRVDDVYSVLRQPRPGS
#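 Material: truncated SCP-1 phosphatase (76-261aa) / Buffer or medium: 50 mM Tris acetate pH 5.5, 0.005% Tween-20, 10 mM MgCl2 / Compound dosing: one concentration, 20 µM, with 1.0% DMSO / Incubation: 45 min room-temperature reaction, 5 min colour, 30 min stabiliser / Detection: colorimetric free-phosphate detection, absorbance 630 nm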
# Tb MetRS inh: Trypanosoma brucei MetRS inhibition; purified T. brucei MetRS, ATP depletion, Kinase-Glo luminescence; inhibition, % at 11.9 µM; 0.4% of 360,000 active;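 active = inhibition above a per-plate cutoff of the control wells' mean inhibition plus 3 SD, cut at about 5.5% in these data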;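 note: 0% = DMSO wells median and 100% = median of wells with control inhibitor compound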
#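 System: purified T. brucei MetRS enzyme / Detection: Kinase-Glo luciferase luminescence reporting remaining unconsumed ATP / Medium: HEPES buffer with MgCl2, KCl, DTT, spermine, BSA, pyrophosphatase / Replication: singlicate, one well per compound / Evaluation: percent inhibition relative to median high and low control wells / Schedule: 2 h aminoacylation at 25 °C after 15 min preincubation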
# E coli Lon inh: inhibits E. coli Lon protease. AID 602123. P0A9M0. 0.42% of 360,000 active. purified E. coli Lon protease, fluorescence polarization. inhibition, % at 7.94 µM; in the data active = inhibition above about 13%, passing the limit was not always enough;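 note: 0% = enzyme with probe and DMSO and 100% = no enzyme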
# Target sequence (P0A9M0 whole entry, looked up): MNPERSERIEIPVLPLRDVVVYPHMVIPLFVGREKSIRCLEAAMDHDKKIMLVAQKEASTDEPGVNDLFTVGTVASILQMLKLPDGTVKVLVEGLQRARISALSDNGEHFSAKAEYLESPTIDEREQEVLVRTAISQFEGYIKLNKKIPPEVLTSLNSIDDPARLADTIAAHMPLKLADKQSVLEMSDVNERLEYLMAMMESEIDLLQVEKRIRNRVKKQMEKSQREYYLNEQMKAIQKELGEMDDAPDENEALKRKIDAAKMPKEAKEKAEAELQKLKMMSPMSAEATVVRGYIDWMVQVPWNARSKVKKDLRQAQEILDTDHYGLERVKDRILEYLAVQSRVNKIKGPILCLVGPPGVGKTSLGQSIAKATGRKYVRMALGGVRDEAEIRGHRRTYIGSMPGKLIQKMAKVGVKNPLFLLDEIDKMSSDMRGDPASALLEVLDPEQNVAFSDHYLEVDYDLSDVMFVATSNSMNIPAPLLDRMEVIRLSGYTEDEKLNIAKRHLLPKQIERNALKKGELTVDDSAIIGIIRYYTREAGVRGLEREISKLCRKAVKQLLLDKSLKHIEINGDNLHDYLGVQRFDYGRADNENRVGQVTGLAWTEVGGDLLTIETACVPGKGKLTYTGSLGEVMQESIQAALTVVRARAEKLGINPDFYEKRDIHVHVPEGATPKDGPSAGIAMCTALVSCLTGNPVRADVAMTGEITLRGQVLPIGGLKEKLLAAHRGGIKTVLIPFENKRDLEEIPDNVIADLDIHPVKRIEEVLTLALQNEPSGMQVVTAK
# bovine MsrA act: bovine methionine sulfoxide reductase A activation | AID 602163 | activation, % at 10.6 µM | purified bovine MsrA, absorbance read-out | 0.3% of 360,000 active; in the data active = activation above about 7.5%;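 note: 0% = vehicle and 100% = reference activator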
# NRP1-CendR mod: modulators of CendR peptide binding to human neuropilin-1 | O14786 | FAM-RPARPAR peptide binding to NRP-1, fluorescence polarization | inhibition, % at 25 µM | 0.85% of 360,000 active | AID 602438;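 active = inhibition or corrected inhibition above about 18%, plus a signal ratio from 0.5 to 1.5, limit read from the data, passing the limit was not always enough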; note: strong numbers were not always called active
# SUMO1 PPI mod: alters human SUMO1 binding to SIM partners | 0.33% of 360,000 active | inhibition, % at 20 µM | P63165 | SUMO1 binding to a labelled peptide, TR-FRET, 1 h | AID 602429; in the data active = inhibition above about 37%
# Target sequence (P63165 whole entry, looked up): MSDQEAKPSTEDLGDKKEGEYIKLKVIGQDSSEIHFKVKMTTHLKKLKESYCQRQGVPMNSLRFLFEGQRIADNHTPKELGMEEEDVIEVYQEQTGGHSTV
# LMPTP block: blocks human LMPTP phosphatase | inhibition, % at 20 µM | P24666 | 0.22% of 360,000 active | recombinant LMPTP-A, OMFP fluorogenic substrate, fluorescence intensity;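 active = compounds that cut the enzyme signal by at least half of the control window in the single-dose screen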;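 note: plate controls were DMSO wells with enzyme plus substrate for no effect and substrate without enzyme for full effect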
#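 Test system – LMPTP-A phosphatase enzyme · Quantity – 0.625 nM LMPTP-A final · Reagent – OMFP substrate, 400 µM final · Dosing – one test concentration per compound, 20 µM, with 3% DMSO overall · Timing – 50 min enzyme reaction at room temperature, protected from light · Detection – fluorescence intensity · Controls – substrate-only low control, DMSO enzyme-plus-substrate high control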
# Active calls of the source: *; . = no result given. No enrichment for hits; overall some 4.3% were active at least once.
SMILES,DNMT1 inh,MsrA inhibitor,STEP inh,Scp1 inh,Tb MetRS inh,E coli Lon inh,bovine MsrA act,NRP1-CendR mod,SUMO1 PPI mod,LMPTP block
OCCC1CN(Cc2cccc(F)c2F)CCN1CCc1ccccc1 (stereo unspecified),1.6,0.3,-0.3,-8.7,-0.7,-3.3,-3.5,1.7,-3.2,-1.9
CN1C=CC2=C(C#N)C(N)C(C#N)(C#N)[C@H](c3ccccc3)[C@H]2C1 (stereo partly specified),-6.0,1.7,-1.2,-16.0,0.5,12.9,-9.4,23.4*,-30.3,1.0
CCc1noc(C)c1C(=O)N1CCN(S(=O)(=O)c2ccc(C)cc2)CC1,2.1,0.0,0.1,-1.1,-0.4,-12.9,-1.8,-6.1,0.9,0.3
C=Cc1ccc(N=Cc2c(O)ccc3ccccc23)cc1,-11.5,2.1,-1.4,-10.6,-0.6,-14.6,-0.4,-220.1,-13.9,1.2
COc1ccc(S(=O)(=O)N2CCN(CC(=O)N3CCc4ccccc4C3)CC2)cc1OC,-1.1,0.5,1.2,0.5,0.1,-2.7,-0.3,6.8,0.4,-0.9
Cc1ccsc1C(=O)OCC(=O)NCc1ccccc1,10.2,-1.3,0.7,2.6,-0.5,0.8,-13.7,1.6,1.3,-1.5
CCOc1cc(Br)c(Br)c(C=Nc2ccc(NC(C)=O)cc2)c1O,8.3,0.8,13.4,75.0*,0.1,4.2,-2.7,-14.4,-6.6,7.3
COc1cccc(OC)c1C(=O)NC(=S)N1CCOCC1,1.8,2.4,-1.7,-1.3,-0.7,7.7,-10.2,-2.3,-1.4,0.5
Cc1csc(Nc2ccccc2)n1,0.0,-0.8,-2.6,12.1,-1.7,11.2,-7.5,-7.8,-1.3,-1.2
COc1ccc(NC(=O)CN(C)C2CCS(=O)(=O)C2)cc1 (stereo unspecified),5.3,-0.3,1.8,-4.9,-0.2,10.3,1.0,9.6,-0.3,-0.8
COc1cc(NC(c2ccccc2)c2ccccc2)cc(OC)c1OC,3.2,0.9,-1.0,-0.4,-0.9,9.1,-9.1,17.5,4.1,-1.0
COc1ccc([C@H]2CC(=O)C=C(c3c(C)cc(C)cc3C)C2)cc1,3.0,1.2,4.3,-6.5,0.4,-15.3,0.0,-3.2,9.0,2.1

# Single entries from the list:
# For LMPTP block, COc1ccc([C@H]2CC(=O)C=C(c3c(C)cc(C)cc3C)C2)cc1 shows 2.1
# For LMPTP block, COc1ccc(NC(=O)CN(C)C2CCS(=O)(=O)C2)cc1 (stereo unspecified) shows -0.8
# For STEP inh, CCc1noc(C)c1C(=O)N1CCN(S(=O)(=O)c2ccc(C)cc2)CC1 shows 0.1

# New compounds follow
SMILES,DNMT1 inh,MsrA inhibitor,STEP inh,Scp1 inh,Tb MetRS inh,E coli Lon inh,bovine MsrA act,NRP1-CendR mod,SUMO1 PPI mod,LMPTP block
COc1ccc(NC(=O)CSc2nnc3ccc(-c4ccncc4)nn23)cc1,-2.5,-0.3,1.6,-9.0,-0.5,2.9,-1.8,10.6,-27.9,-0.4
O=C(Nc1sc2c(c1C(=O)O)CCCCC2)c1cccs1,-0.3,2.6,1.7,-10.5,-0.2,-6.2,3.6,0.3,5.0,1.3
O=C(NC1CC1)c1cc(OCC(F)(F)F)ccc1OCC(F)(F)F,0.7,-1.2,-3.6,-3.7,-0.5,-1.5,-11.5,6.7,-4.0,0.0
CC(=O)Nc1ccc(OCC(=O)NCc2ccc(C)cc2)cc1,-1.2,1.0,-3.1,-3.4,-0.5,-6.6,-1.7,5.4,-0.2,-0.2
COc1cc(CNCCO)cc(Cl)c1OCc1ccc(Cl)cc1Cl,-3.9,-0.4,2.3,-4.7,0.9,4.4,-1.5,2.1,2.7,-1.5
COc1ccc(NC(=O)C2CCCN2S(=O)(=O)c2ccc3c(c2)CCC(=O)N3)c(OC)c1 (stereo unspecified),0.1,-0.5,0.0,3.4,-0.7,-7.3,-5.7,-16.0,1.7,-0.6
CC(=O)Nc1cccc(NC(=O)C2CCCN2C(=O)Nc2cccc(C)c2)c1 (stereo unspecified),2.9,0.6,-2.1,-5.2,-0.8,-10.1,-2.3,-4.7,-3.9,-0.8
C#CCOCCOCCOCCNc1nc(N2CCN(C(=O)CCCCCCCCCCNC(=O)Cn3cc(CCCCCN)nn3)CC2)nc(N2CCN(C(=O)CCCCCCCCCCNC(=O)[C@@H]([C@H](C)O)n3cc(C)nn3)CC2)n1,-88.9,.,2.1,14.3,-0.5,-10.2,-1.3,3.9,-153.8,2.2
Cc1cccc(-c2nc(NCCCN(C)C)c3ccccc3n2)c1,-17.4,1.0,-3.9,-5.7,0.2,-4.2,-0.1,4.1,-33.2,34.6
Cc1ccc(SCC(=O)OCC(=O)N(CCC#N)c2ccccc2)cc1C,1.8,0.8,0.0,-9.6,-0.3,-5.2,-0.6,-8.6,7.1,-0.3
CCc1ccc(NC(=S)Nc2cccc3cnccc23)cc1,-20.0,0.1,1.7,-2.6,-0.5,13.6,-0.4,-17.4,-1.7,0.4
c1ccc(Nc2ncnc3[nH]ncc23)cc1,0.7,1.8,-1.8,-22.6,0.5,-5.8,-1.7,6.3,-1.8,-15.1
COC(=O)c1ccc(NC(=O)CSc2nc3cccnc3n2C)cc1,0.5,-0.7,-7.8,-9.7,0.0,-6.2,-3.1,-14.5,-1.3,0.1
O=C(Nc1ccccc1)N1CCn2c1nc1ccccc12,-0.8,1.0,-3.3,-5.6,-0.7,-19.8,1.9,5.6,1.6,0.8
COc1ccccc1OCCCOc1ccc(/C=C2\SC(=O)NC2=O)cc1OC,-4.6,0.6,-0.3,-3.9,-0.4,-3.5,-3.2,-24.9,-11.5,-4.3
COc1ccc(C(=O)CSc2nnc(NC(=O)C3CC(=O)N(c4ccccc4)C3)s2)cc1 (stereo unspecified),6.5,-1.6,4.1,16.7,-0.1,-3.0,-1.9,7.7,-1.3,1.1
COc1cc2c(cc1OC)C(C)N(C(=S)Nc1ccccc1)CC2 (stereo unspecified),1.8,0.6,-2.7,4.3,-0.5,-8.7,-0.5,5.8,23.8,-1.0
Cc1cc(-c2ccc(S(=O)(=O)N3CCCCC3)s2)on1,-3.5,0.1,0.5,-15.6,0.0,-0.8,-2.7,3.5,-10.8,-0.4
O=C(CSc1ccc(-c2ccccc2)nn1)c1ccccc1,-4.3,0.4,1.1,-11.1,-0.3,7.0,-3.0,-8.8,-1.2,-0.1
COC(=O)[C@@]1(Cc2ccc(F)cc2)[C@H]2c3cc(C(=O)N4CCCC4)n(Cc4cc(C)n(C)n4)c3C[C@H]2CN1C(=O)c1ccccc1,.,-0.6,.,.,-0.4,-5.5,-2.4,0.5,4.2,-0.2
CC(C)c1nc(C#N)c(NN)o1,0.8,-0.4,0.9,-30.5,0.2,-9.8,-1.8,0.8,-4.8,-0.8
Cn1c(=O)n(C)c2cc(NS(=O)(=O)c3cccs3)ccc21,-0.1,-1.0,2.0,-8.7,-0.1,-6.0,-2.4,5.9,2.0,0.1
COc1ccc(CNC(NC(=O)c2ccccc2)(C(F)(F)F)C(F)(F)F)cc1,4.9,0.4,1.3,-5.5,-0.4,29.6*,-1.0,-3.5,-4.1,0.3
O=C(CCc1ccc(S(=O)(=O)N2CCCCC2)cc1)c1nnc(-c2ccccc2)o1,-6.4,1.8,7.0,-14.9,-0.5,1.0,-1.4,-19.2,-1.4,4.0
CCc1ccccc1NC(=O)c1ccoc1C,2.4,0.9,-1.4,-3.6,-0.5,-4.7,-0.1,0.0,-6.2,-0.7
CCOc1cc(C2C3=C(CCCC3=O)NC3=C2C(=O)CCC3)cc(Cl)c1O,-10.4,1.0,-3.4,-10.4,-0.1,-6.1,-5.5,15.0,0.5,-0.1
O=C(NNS(=O)(=O)c1ccccc1)c1ccccc1-n1cccc1,0.2,-1.3,5.2,-2.2,-0.1,12.8,-6.7,14.6,0.0,-1.1
Cc1ccc(S(=O)(=O)N(C)c2cc(S(=O)(=O)N3CCOCC3)c(C)cc2C)cc1,2.7,1.2,1.1,-7.9,-0.5,8.0,-0.9,6.4,1.7,0.3
O=C1CCC[C@H]2c3[nH]c4ccccc4c3CCN12,-4.3,1.1,0.6,4.1,0.0,3.2,-1.9,8.4,3.0,-2.5
CS(=O)(=O)N1CCC(C(=O)N2CCN(Cc3ccccc3)CC2)CC1,-0.8,-2.1,0.0,-3.1,-1.3,-2.1,-6.3,1.5,1.9,0.3
O=C(OCCCc1cc2ccccc2c(=O)o1)c1ccccc1C(F)(F)F,1.3,0.5,-2.1,-8.6,-0.3,-4.3,-6.1,4.8,5.7,0.9
CCOC(=O)[C@]12CCC=C1N(Cc1ccccc1)C(=O)[C@H](CC(=O)NCCC(C)C)C2,.,0.9,.,.,-1.4,-6.3,-3.4,12.3,3.5,-0.7
CCC(C)N(C(=O)CSc1nnnn1-c1ccccc1OC)C1CCS(=O)(=O)C1 (stereo unspecified),-2.0,0.5,-2.7,1.5,0.7,-1.8,-3.6,9.0,-29.6,-9.1
CC(C(=O)O)c1ccc2c(c1)[nH]c1ccc(Cl)cc12 (stereo unspecified),-5.7,-0.5,9.8,-13.9,-0.1,1.1,-2.3,-2.4,4.9,-1.2
O=C(C1=C[C@H](c2ccc3c(c2)OCO3)C[C@H](OCc2ccc(CO)cc2)O1)N1CCN(Cc2ccc3c(c2)OCO3)CC1,-14.8,-0.1,-2.0,-2.3,0.3,3.9,-1.8,-0.5,9.3,1.9
Cc1ccc(C)c(N2CCN(C(=O)CCS(=O)(=O)c3cccc4nonc34)CC2)c1,-3.8,1.6,-1.6,3.4,-1.7,-2.1,-3.5,4.0,-20.0,-1.8
COc1ccc(NC(=S)NC23CN4CN(CN(C4)C2)C3)cc1,1.1,-0.8,-3.5,-6.7,0.1,-0.2,-4.2,-12.1,-1.8,-5.7
COc1ccc(CN2CCC[C@]3(N[C@H](c4ccc(C)cc4)[C@@H]4C(=O)N(Cc5ccccc5)C(=O)[C@@H]43)C2=O)cc1,-4.4,0.1,-2.4,.,1.0,-8.7,1.0,3.6,6.0,-1.7
COc1ccc(C2C(C(=O)NCC3CCCO3)c3cc(OC)c(OC)cc3C(=O)N2C)cc1OC (stereo unspecified),-0.5,0.7,-0.7,-0.3,-0.7,-8.4,-1.9,11.0,-3.3,-0.9

# Part of the list above, with values under each structure.
# Below each SMILES: DNMT1 inh | MsrA inhibitor | STEP inh | Scp1 inh | Tb MetRS inh | E coli Lon inh | bovine MsrA act | NRP1-CendR mod | SUMO1 PPI mod | LMPTP block
> OCCC1CN(Cc2cccc(F)c2F)CCN1CCc1ccccc1 (stereo unspecified)
  1.6 | 0.3 | -0.3 | -8.7 | -0.7 | -3.3 | -3.5 | 1.7 | -3.2 | -1.9
> CCOC(=O)[C@]12CCC=C1N(Cc1ccccc1)C(=O)[C@H](CC(=O)NCCC(C)C)C2
  . | 0.9 | . | . | -1.4 | -6.3 | -3.4 | 12.3 | 3.5 | -0.7
